KOR beta-arrestin-1 = KOR agonists, beta-arrestin recruitment, primary screen, cell-based, luminescence, uHTS (AID 1777); KOR beta-arrestin recruitment, luminescence; higher % means a stronger effect; one-dose activation, % at 10 µM; EC50 in µM for titrated hits; actives 0.02% (n = 280,000); in the data active = activation above about 50%, passing the limit was not always enough; note: a part of the inactive calls stands beside numbers as strong as those of hits
GPR55 LPI antagonism = inhibition of LPI-stimulated GPR55 beta-arrestin translocation – imaging, U2OS, beta-arrestin-GFP, LPI agonist, primary screen (AID 2013). one-dose inhibition, % at 10 µM; IC50 in µM for titrated hits. U2OS GPR55 beta-arrestin-GFP translocation imaging, LPI antagonism; higher % means a stronger effect. actives 0.13% (n = 290,000);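 active = spots per cell inhibited over 60%, with over 100 cells counted and total cytoplasm intensity under 500,000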;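 note: U2OS cells stably carrying GPR55 and arrestin-GFP stimulated by 5 µM LPI near EC80; imaged beta-arrestin-GFP aggregate spots per cell after agonist stimulation; plate controls were LPI-stimulated DMSO wells for no effect and DMSO wells without LPI for full effect; some results filed as inactive read as strong as hits; confirmed hits need IC50 under 10 µM and bright autofluorescent wells are also inconclusive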
West Nile antiviral = inhibition of WNV-induced cytopathic effect – cell-based, CPE readout (AID 1621). one-dose CPE inhibition, % at 10 µM; IC50 in µM for titrated hits. actives 0.02% (n = 290,000). West Nile virus-infected cells, CPE inhibition; higher % means a stronger effect; in the data active = a potency from the dose series; note: strong numbers were not always called active
KOR beta-arrestin-2 = kappa opioid receptor blockers – cell-based, luminescence, uHTS (AID 1778) | KOR beta-arrestin recruitment, luminescence, antagonist mode; higher % means a stronger effect | one-dose inhibition, % at 10 µM; IC50 in µM for titrated hits | actives 0.091% (n = 290,000); in the data active = inhibition above about 50%; note: strong numbers were not always called active
GPR55 beta-arrestin = GPR55 agonists via beta-arrestin recruitment, primary screen, imaging, U2OS cells, beta-arrestin-GFP redistribution (AID 1961); U2OS GPR55 beta-arrestin-GFP redistribution imaging; higher % means a stronger effect; activation, % at 10 µM; hits with a dose series show EC50 in µM; actives 0.048% (n = 290,000);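 active = activation above 40% with more than 50 cells counted in the well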;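 note: U2OS osteosarcoma cells stably expressing GPR55 and beta-arrestin-GFP; plate controls were DMSO negative control for no effect and LPI positive control for full effect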
NOD1 inhibition = NOD1 signaling inhibitors, primary screen, cell-based, luminescence, uHTS (AID 1578); NOD1-driven NF-kB luciferase reporter cells, luminescence; higher % means a stronger effect; inhibition, % at 4 µM; hits with a dose series show EC50 in µM; actives 1% (n = 290,000); in the data active = inhibition mostly above about 36%, no sharp cut-off; inactive = mostly below about 34%;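 note: HEK-293T reporter cells stimulated with the NOD1 agonist gamma-tri-DAP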
GPR35 antagonists = inhibition of zaprinast-stimulated GPR35 beta-arrestin translocation – imaging, U2OS, beta-arrestin-GFP, zaprinast agonist, primary screen (AID 2058) | inhibition, % at 10 µM; hits with a dose series show IC50 in µM | actives 0.052% (n = 290,000) | U2OS GPR35 beta-arrestin-GFP translocation imaging, zaprinast antagonism; higher % means a stronger effect;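 active = inhibition of at least 50% with at least 30 cells and total cytoplasm GFP at most 10,000,000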
NS5 inhibitors = flavivirus cap methylation enzyme inhibition – biochemical, confirmation dose response, primary screen (AID 588689). Dengue-2 NS5 methyltransferase capping enzyme assay, biochemical; higher % means a stronger effect. inhibition, % at 25 µM; hits with a dose series show IC50 in µM. actives 0.3% (n = 340,000); in the data active = a potency from the dose series
HIV fusion peptide = inhibitors of HIV fusion peptide binding, primary screen, biochemical, uHTS, fluorescence dequenching (AID 1986) | cell-free peptide binding, fluorescence dequenching, 30 min; higher % means a stronger effect | inhibition, % at 20 µM, or IC50 in µM where a hit was titrated | actives 0.3% (n = 290,000); in the data active = inhibition mostly above about 52%, no sharp cut-off; inactive = mostly below about 76%; note: some results filed as inactive read as strong as hits
* = called active by the depositor; . = no result given; [ ] = remark or other dose.

SMILES | KOR beta-arrestin-1 | GPR55 LPI antagonism | West Nile antiviral | KOR beta-arrestin-2 | GPR55 beta-arrestin | NOD1 inhibition | GPR35 antagonists | NS5 inhibitors | HIV fusion peptide
O=C(/C=C/c1ccc(Cl)cc1)Nn1c(-c2cccs2)nc2ccccc2c1=O | -1.4% | 1% | -0.8% | -35% | 0.3% | -14% | 4% | -1% | 6.0%
COc1cc(C(=O)NCC(=O)N/N=C\C(C)=C/c2ccccc2)cc(OC)c1OC | 4.7% | 3% | -1.0% | -4% | -0.2% | 42% | -16% | 4% | 1.2%
CN(C(=O)c1ccccn1)c1nnc(-c2ccccn2)s1 | -3.6% | 4% | -0.2% | -2% | 0.2% | -17% | -7% | -5% | -3.4%
C[C@@H](C(=O)Nc1nc(-c2ccccn2)cs1)N1C(=O)C2CCCCC2C1=O (some centres undefined) | . | 5% | 0.0% | 41% | -0.2% | 1% | 2% | 1% | 12%
O=C(CSc1nnc(NC(=O)C2CC2)s1)NCc1ccccc1Cl | -2.8% | 11% | -0.6% | 4% | -0.2% | -29% | 2% | 0% | -1.6%
O=C(CSc1nnc(CNC(=O)c2ccc(F)cc2)o1)Nc1ccc2c(c1)OCO2 | -1.0% | 11% | -0.3% | 5% | 0.0% | -21% | -6% | 0% | -0.6%
CNC(=S)N1CCC(NC(=O)C(Cc2ccccc2)NC(C)=O)CC1 (centres undefined) | -6.5% | -3% | -0.2% | 12% | 0.6% | -29% | -8% | -5% | -0.7%
COc1cc(Br)c(CN2C(=O)NC3(CCCCCC3)C2=O)cc1OC | 0.8% | 0% | 1.1% | -36% | -0.2% | 58% | 7% | -7% | -0.5%
O=C(O)COc1ccc(/C=C/C(=O)c2ccc3ccccc3c2)cc1 | 1.8% | 1% | -0.6% | -10% | . | -18% | 12% | 22% | 15%
COc1ccc(/C=N/Nc2nc(-c3cccc(S(=O)(=O)N4CCCC4)c3)cs2)c(OC)c1 | 0.3% | 11% | -0.6% | -33% | -0.1% | 18% | -2% | 0% | 1.4%
S=C(NCC1(c2ccccc2)CCCC1)Nc1ccccc1 | -3.2% | 10% | -2.1% | 24% | -0.1% | -1% | 0% | 1% | -1.2%
CC(C)CC(=O)Nc1sc2c(c1C#N)CC(C)(C)NC2(C)C | -1.6% | -4% | -0.1% | 6% | 0.3% | . | 6% | -24% | -3.1%
CC1CC(N(C(=O)c2ccccc2Cl)c2ccccc2)c2ccccc2N1 (centres undefined) | 1.8% | 34% | . | 6% | -0.1% | 14% | 5% | -5% | -1.7%
CCO[C@@H]1OC(C(=O)N2CCN(Cc3ccccc3)CC2)=C[C@H](c2coc3ccccc3c2=O)[C@H]1CCCO | -0.2% | -3% | -1.1% | -6% | -0.2% | 20% | 4% | 0% | 0.7%
O=C(Nc1ccccc1)Nc1ccc2ncoc2c1 | -0.7% | -2% | 0.5% | -28%[20 µM] | -0.1% | -14% | 0% | -10% | -2.6%
NNC(=O)c1oc2nc(-c3ccco3)cc(-c3ccco3)c2c1N | -2.8% | -20% | 0.9% | 16% | 0.3% | 10% | 92%* | . | 47%
Cc1ccc2nc(-c3ccc(NC(=O)CN4C(=O)c5ccccc5C4=O)cc3)sc2c1 | -1.6% | -3% | -0.4% | -23% | -0.3% | -40% | -4% | -1% | 2.2%
CC(=O)NC1C(OCCOc2ccc(Cl)cc2C)OC(CO)C(O)C1O (centres undefined) | -2.8% | 3% | 0.5% | -1% | 0.0% | -13% | -20% | -2% | 1.2%
Fc1ccc(N2CCN(Cc3cnc(Cl)s3)CC2)cc1 | -3.6% | 4% | -0.1% | -11%[20 µM] | -0.1% | -22% | 30% | -5% | 0.4%
COc1ccc2c(c1)CC(C)C/C2=N\NC(=O)c1ccco1 (centres undefined) | -4.4% | 6% | -0.2% | 5% | 0.3% | 4% | -2% | 4% | -0.2%

GPR35 antagonists, entries above that show a hit.
SMILES | KOR beta-arrestin-1 | GPR55 LPI antagonism | West Nile antiviral | KOR beta-arrestin-2 | GPR55 beta-arrestin | NOD1 inhibition | GPR35 antagonists | NS5 inhibitors | HIV fusion peptide
NNC(=O)c1oc2nc(-c3ccco3)cc(-c3ccco3)c2c1N | -2.8% | -20% | 0.9% | 16% | 0.3% | 10% | 92%* | . | 47%

(more compounds)
SMILES | KOR beta-arrestin-1 | GPR55 LPI antagonism | West Nile antiviral | KOR beta-arrestin-2 | GPR55 beta-arrestin | NOD1 inhibition | GPR35 antagonists | NS5 inhibitors | HIV fusion peptide
Cc1ccc(Cl)cc1N1CCN(S(=O)(=O)c2ccc3c(c2)oc(=O)n3C)CC1 | -4.7% | -1% | 0.4% | -1% | 0.1% | 7% | 17% | -10% | 2.0%
COCCN1CCN(Cc2nc(Cc3ccc(OC)c(OC)c3)no2)CC1 | 1.8% | -4% | -0.3% | -12%[20 µM] | -0.2% | -23% | 2% | -5% | 1.0%
CCS(=O)(=O)N1CCC(C(=O)O)CC1 | -1.8% | 10% | -0.1% | 8% | -0.4% | -21% | 9% | . | 1.8%
Cc1nnc(-c2ccco2)c2cn(-c3cccc(Br)c3)nc12 | 3.7% | 30% | -1.4% | 25% | -0.1% | 6% | -3% | -30% | 51%
COc1ccc(OCCNS(=O)(=O)c2cccc([N+](=O)[O-])c2)cc1 | -0.9% | 6% | 0.2% | 7% | -0.2% | 11% | 13% | -12% | -2.8%
Cc1ccccc1CNC(=O)C1CCN(c2nnc(N3CCCC3=O)s2)CC1 | -3.5% | -12% | 0.0% | 5%[20 µM] | 0.6% | -8% | 7% | -3% | -1.2%
Cc1ccc(S(=O)(=O)NCc2ccccc2)cc1C(=O)NC1CCC(C)CC1 (centres undefined) | 9.9% | 10% | -0.7% | -16% | -0.2% | -49% | -5% | -5% | 1.0%
O=C(CN1CCN(Cc2ccc(F)cc2)CC1)Nc1nc2ccccc2s1 | 1.2% | 6% | -2.0% | -21%[20 µM] | 0.6% | 7% | -2% | . | 2.8%
COc1ccc(C(=O)C2CCCN(Cc3cccn3-c3nccs3)C2)cc1OC (centres undefined) | -0.9% | 1% | -0.5% | -4% | -0.3% | -9% | -2% | -10% | 0.3%
CC1(C)Cc2nc(Cl)c(C(N)=O)cc2CO1 | 0.1% | -11% | 0.3% | -2% | -0.3% | -16% | 12% | -5% | -1.3%
CCOC(=O)CSc1ccc2nnc(-c3cccnc3)n2n1 | -2.0% | 7% | -0.1% | -15% | -0.1% | -7% | -2% | -6% | 1.3%
CN(C)c1ccc(N=Nc2ccccc2C(=O)OCC(=O)NC2CCCC2)cc1 | -8.0% | 0% | -1.2% | -18% | 0.4% | -13% | -21% | 3% | -3.5%
O=C(NC1CCCCC1)C(c1ccc(F)cc1)N(CCCN1CCOCC1)C(=O)c1ccc(CN2CCOCC2)o1 (centres undefined) | 1.4% | -2% | -0.1% | -14% | 0.4% | 36% | 14% | 5% | -2.4%
CCOC(=O)c1cc(CC)sc1NC(=O)C1CC1 | -2.7% | 4% | -0.5% | -4% | -0.1% | -24% | 10% | 2% | 0.8%
O=C(N/N=C/c1sc(N2CCCCC2)nc1-c1cccs1)c1cccnc1 | 0.8% | -14% | 3.3% | 2% | -0.2% | -17% | 3% | -35% | 26%
CCOc1ccccc1CNC(=O)c1ccc(NC(=O)C2=CSCCO2)cc1 | 6.2% | 2% | 0.3% | 14% | -0.4% | -30% | -10% | -6% | 0.6%
C/C(=N\NC(=O)c1cc(O)cc(O)c1)c1ccc(NC(=O)Cc2ccccc2)cc1 | -0.8% | -1% | 0.0% | 8% | -0.1% | -4% | -18% | 1% | 19%
O=C(CN1CCOCC1)Nc1ccc2c(c1)OCO2 | 4.7% | 11% | 0.1% | -22% | -0.2% | -42% | 3% | -7% | 1.2%
Cc1noc(C)c1S(=O)(=O)N1CCC(Cc2ccccc2)CC1 | -0.7% | -4% | -0.4% | -1% | -0.1% | -17% | 20% | -2% | 0.2%
CC1(C)C(=O)OC(c2cc(Br)ccc2O)C(C)(C)C1=O (centres undefined) | 0.3% | -1% | -0.4% | 11% | -0.5% | 16% | -8% | -3% | -3.1%

Some of the entries so far, with values under each structure.
The line under a structure holds: KOR beta-arrestin-1	GPR55 LPI antagonism	West Nile antiviral	KOR beta-arrestin-2	GPR55 beta-arrestin	NOD1 inhibition	GPR35 antagonists	NS5 inhibitors	HIV fusion peptide
> CCOC(=O)c1cc(CC)sc1NC(=O)C1CC1
    -2.7%	4%	-0.5%	-4%	-0.1%	-24%	10%	2%	0.8%
> O=C(N/N=C/c1sc(N2CCCCC2)nc1-c1cccs1)c1cccnc1
    0.8%	-14%	3.3%	2%	-0.2%	-17%	3%	-35%	26%

Next part:
SMILES | KOR beta-arrestin-1 | GPR55 LPI antagonism | West Nile antiviral | KOR beta-arrestin-2 | GPR55 beta-arrestin | NOD1 inhibition | GPR35 antagonists | NS5 inhibitors | HIV fusion peptide
CS(=O)(=O)N(Cc1ccc(C(=O)NN=C2CCCC2)cc1)c1ccccc1 | 0.8% | 4% | -0.2% | 16% | -0.3% | -31% | 17% | -4% | 0.1%
COC(=O)Cn1cc(/C=N/NC(=O)c2ccc(C#N)cc2F)c2ccccc21 | -3.2% | 2% | -0.4% | 18% | -0.1% | -13% | 17% | 2% | 3.2%
COc1ccc(OCC(O)CN2CCN(c3ccc(Cl)cc3)CC2)cc1 (centres undefined) | 1.2% | 2% | -0.6% | 13% | 0.4% | 2% | 12% | 3% | 2.5%
O=C(NCc1ccco1)/C(=C/c1ccc(Br)cc1)NC(=O)c1ccco1 | -6.4% | 11% | -0.6% | -30% | -0.2% | -28% | 5% | -5% | 6.3%
O=C(CCn1c(=O)oc2ccc(Cl)cc21)NCCCN1CCOCC1 | -2.0% | 4% | 0.0% | -28% | 0.2% | -4% | 15% | -12% | -1.0%
O=C(CNC(=O)c1ccccc1F)OCc1nc2ccccc2s1 | -1.7% | 10% | 0.3% | -18% | -0.5% | -32% | 1% | -4% | 0.2%
Cc1ccc(-c2nnn(CC(=O)N(Cc3ccccc3)C(C(=O)NC3CCCC3)c3ccncc3)n2)o1 (centres undefined) | -2.3% | -3% | -0.8% | -10% | -0.3% | -7% | 3% | -9% | 0.8%
COc1ccc(C(=S)N2CCN(c3cccc(Cl)c3)CC2)c(OC)c1 | 2.6% | -13% | -1.2% | -106% | 0.5% | -24% | 7% | -4% | -1.1%
CCC1CO/C(=C(\C(Cl)=C(Cl)Cl)[N+](=O)[O-])N1 (centres undefined) | -5.9% | 13% | 0.3% | -2% | 0.2% | -18% | -1% | . | 1.8%
O=C(NCC1COCCO1)c1ccc(OC2CCN(CCc3ccccc3)CC2)cc1 (centres undefined) | -2.4% | 0% | 0.9% | 2% | 0.0% | -22% | -10% | 4% | -0.3%
CC(=O)Nc1c2c(nn1-c1ccccc1)CSC2 | 4.0% | 8% | 1.4% | -13% | -0.2% | -21% | 1% | -4% | 5.5%
COC(=O)c1ccc(Cn2nc(C)c(Br)c2C)cc1 | 2.7% | -14% | 1.5% | 10% | 0.1% | -8% | 4% | -2% | -2.2%
COCCn1cc(C(=S)N2CCCCC2)c2ccccc21 | 0.0% | -6% | -0.9% | 4% | -0.1% | -24% | -3% | -15% | 0.5%
O=C(NCCCc1nc2ccccc2[nH]1)c1ccc(F)cc1 | 3.2% | 6% | -0.7% | -49% | -0.3% | -34% | -2% | -3% | 0.7%

Source: PubChem

The list is partial; rates above refer to the full screens.
